# Screening data deposited in PubChem by several laboratories.
# HTR2A ag = mouse HTR2A agonism via beta-arrestin recruitment. P35363. CHO-K1 mHTR2A beta-arrestin complementation, luminescence; percent of 30 µM serotonin response. activation, % at 7.6 µM. actives 0.66% (n = 360,000). AID 624169;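 active = activation above a run cutoff, the mean activation of all tested compounds plus 3 SD, cut at about 14% in these data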;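 also: 0% = plate median of compound wells and 100% = 30 µM serotonin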
# MC4R antag cAMP = antagonists of human melanocortin 4 receptor (MC4R); P32245; MC4R-expressing cells, MTII-stimulated cAMP, LANCE TR-FRET; inhibition, % at 6.5 µM; actives 0.48% (n = 360,000); AID 540295;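 active = inhibition above its plate's cutoff, the mean of tested wells on that plate plus 3 SD, cut at about 29% in these data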;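 also: 0% = Melanotan II alone and 100% = Melanotan II plus saturating MCL0020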
#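 System – human MC4R-expressing U2OS cells · Also added – Melanotan II · Dosing – one concentration, 6.5 µM nominal · Timing – 30-min compound, 1-h challenge, 1-h detection, room temperature · Measured by – Eu-cAMP/anti-cAMP TR-FRET, emission 671 nm · Replicates – singlicate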
# ABCB6 inh MLPCN = inhibitors of human ABC transporter ABCB6 | Q9NP58 | K562-ABCB6 porphyrin accumulation, flow cytometry, 1 h; hits give low values | actives 0.19% (n = 360,000) | fluorescence ratio to DMSO, % at 10 µM;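 active = fluorescence ratio to DMSO below 75%, the collection mean minus 3 SD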;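 also: signal is porphyrin accumulated inside mitochondria; 100% equals median channel fluorescence of DMSO control wells; lower ratio means ABCB6 inhibition with less porphyrin fluorescence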
# Glyco luc inh = blocks N-linked glycosylation in D54 reporter cells; reporter increase, % at 12.5 µM; D54 ERlucT glycosylation luciferase reporter, 24 h; percent of 100 nM tunicamycin response; actives 0.23% (n = 360,000);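 active = mean luciferase reporter signal, scaled so untreated is 0 and the glycosylation-blocking control 100, at or above a set limit in every replicate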;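 also: luciferase carries N-glycosylation sites so blocking glycosylation raises the light; 0% = median of neutral control wells and 100% = median of 100 nM tunicamycin wells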
# H9c2 protect = modulators protecting cardiomyocytes from myocardial damage; AID 588492; actives 0.63% (n = 360,000); H9c2 cardiomyocytes, H2O2 injury protection, ATPLite, 2 h; protection from H2O2 cell death, % at 20 µM;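 active = compounds giving at least 50% protection of heart cells from peroxide-induced death in the single-dose screen, raw or plate-pattern-corrected value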;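 also: 0% = DMSO wells with peroxide and 100% = DMSO wells without peroxide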
# SRC2 inh = human SRC2 (NCOA2) inhibition. Q15596. HEK293 GAL4-SRC2 luciferase reporter, luminescence. actives 0.17% (n = 370,000). inhibition, % at 9 µM. AID 651957;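 active = inhibition above the mean inhibition of all tested compounds plus 3 SD, set per campaign, cut at about 52% in these data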;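 also: 0% = DMSO treated cells and 100% = cells given Gossypol at 36 µM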
# Target sequence (Q15596 whole entry, looked up, the tested form may be a part): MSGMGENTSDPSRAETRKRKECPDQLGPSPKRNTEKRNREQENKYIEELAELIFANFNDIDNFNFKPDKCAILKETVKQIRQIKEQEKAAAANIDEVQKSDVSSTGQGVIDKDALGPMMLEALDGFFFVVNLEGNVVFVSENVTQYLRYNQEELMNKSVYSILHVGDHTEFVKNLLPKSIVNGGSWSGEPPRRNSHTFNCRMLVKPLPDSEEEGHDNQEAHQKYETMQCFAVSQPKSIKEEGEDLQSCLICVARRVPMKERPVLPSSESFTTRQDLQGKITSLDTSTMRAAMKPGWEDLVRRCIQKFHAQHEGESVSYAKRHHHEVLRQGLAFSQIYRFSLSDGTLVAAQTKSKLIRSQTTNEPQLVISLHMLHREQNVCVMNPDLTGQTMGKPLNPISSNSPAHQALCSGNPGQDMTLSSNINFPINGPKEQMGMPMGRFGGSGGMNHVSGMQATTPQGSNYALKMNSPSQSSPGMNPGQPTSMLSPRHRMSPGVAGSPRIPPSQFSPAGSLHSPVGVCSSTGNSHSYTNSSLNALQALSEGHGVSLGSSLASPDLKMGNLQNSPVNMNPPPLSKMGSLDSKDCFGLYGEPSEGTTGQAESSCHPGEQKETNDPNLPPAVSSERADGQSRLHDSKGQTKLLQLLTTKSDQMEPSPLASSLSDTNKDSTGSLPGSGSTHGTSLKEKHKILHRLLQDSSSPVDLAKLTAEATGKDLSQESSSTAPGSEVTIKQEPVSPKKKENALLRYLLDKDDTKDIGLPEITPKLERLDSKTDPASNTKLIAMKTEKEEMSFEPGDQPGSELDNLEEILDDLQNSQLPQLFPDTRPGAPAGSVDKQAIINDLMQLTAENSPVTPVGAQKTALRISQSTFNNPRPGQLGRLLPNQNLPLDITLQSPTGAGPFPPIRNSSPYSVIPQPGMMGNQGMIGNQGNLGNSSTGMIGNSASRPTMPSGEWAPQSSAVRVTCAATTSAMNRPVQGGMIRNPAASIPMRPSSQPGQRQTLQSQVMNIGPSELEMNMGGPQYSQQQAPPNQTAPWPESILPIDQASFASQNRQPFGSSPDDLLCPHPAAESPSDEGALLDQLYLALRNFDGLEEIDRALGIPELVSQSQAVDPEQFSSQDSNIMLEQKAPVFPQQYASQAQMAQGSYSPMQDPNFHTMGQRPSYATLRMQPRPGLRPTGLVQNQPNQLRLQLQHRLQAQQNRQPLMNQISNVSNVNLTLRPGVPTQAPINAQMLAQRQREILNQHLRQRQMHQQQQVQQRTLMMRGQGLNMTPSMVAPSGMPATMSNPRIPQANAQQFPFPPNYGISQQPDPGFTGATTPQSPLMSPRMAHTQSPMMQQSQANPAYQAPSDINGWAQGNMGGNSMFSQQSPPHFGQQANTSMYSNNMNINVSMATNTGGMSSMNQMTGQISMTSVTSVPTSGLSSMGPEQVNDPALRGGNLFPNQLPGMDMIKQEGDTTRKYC
# TLR9-MyD88 block = TLR9-MyD88 interaction inhibition | Q9NR96+Q99836 | inhibition, % at 4.98 µM | actives 0.21% (n = 340,000) | CHO BLA complementation TLR9-MyD88, CCF4 FRET ratio;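 active = inhibition above the mean over all tested compounds plus 3 SD, cut at about 21% in these data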;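 also: 0% = DMSO only wells and 100% = clavulanate BLA inhibitor control wells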
# MC4R ag barr = agonists of human melanocortin 4 receptor (MC4R) beta-arrestin. U2OS MC4R beta-arrestin complementation, luminescence; percent of melanotan II response, DMSO zero. AID 540308. actives 0.98% (n = 360,000). activation, % at 8.9 µM. P32245;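 active = activation above a per-plate cutoff, the mean activation of sample wells on that plate plus 3 SD, cut at about 8% in these data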
# NOD2-RIPK2 inh = blocks binding of human NOD2 to RIPK2; O43353; CHO BLA complementation NOD2-RIPK2, CCF4 ratio; inhibition, % at 4.98 µM; actives 0.38% (n = 360,000); AID 624267; in the data active = inhibition above about 21%;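 also: 0% = vehicle only and 100% = reference blocker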
# ABHD5-PLIN5 inh = ABHD5-PLIN5 protein interaction inhibition. Q00G26+Q8WTS1. Split G. princeps luciferase complementation, luminescence, 4 h. inhibition, % at 4 µM. actives 0.78% (n = 360,000). AID 602281;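 active = inhibition above the mean inhibition across every tested compound plus 3 SD, cut at about 22% in these data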;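 also: 0% = DMSO only wells and the 100% control is not disclosed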
# * hit, by the source's call; . = no result given. This is a subset (hit frequency here may not be typical).
SMILES,HTR2A ag,MC4R antag cAMP,ABCB6 inh MLPCN,Glyco luc inh,H9c2 protect,SRC2 inh,TLR9-MyD88 block,MC4R ag barr,NOD2-RIPK2 inh,ABHD5-PLIN5 inh
Cc1cc(C(=O)NC2CCC(O)CC2)c(C)o1 (configuration not stated),9,8,98,4,2,-47,-8,-0.9,2,5
Cc1cc(C)c(C)c(S(=O)(=O)Nc2cccc(S(=O)(=O)Nc3ccccc3C(=O)O)c2)c1C,8,-4,88,0,6,-8,-14,-1.1,1,8
Cc1c(N2C(=O)CS/C2=N\N=C\c2ccccc2O)c(=O)n(-c2ccccc2)n1C,4,-2,102,0,2,3,7,-1.5,-18,7
CCOC(=O)c1cnn(-c2ncnc3c2cnn3C)c1N,13,1,94,0,2,1,-3,-1.4,0,2
CCOc1ccc(Nc2nc3c(c(=O)[nH]2)CCCC3)cc1,-2,2,93,-1,11,-9,-6,0.7,-16,4
COc1cccc(C=NN(C)c2c([N+](=O)[O-])cc(C(F)(F)F)cc2[N+](=O)[O-])c1O,0,.,101,1,-7,1,.,.,-16,-9
N#CC(C#N)=C1C=C2C=C(N3CCCCCC3)CCC2CC1 (configuration not stated),3,0,345,6,-9,-5,-1,3.8,6,-9
Cc1ccccc1C(=O)OCCN(C)Cc1ccccc1,-10,4,99,0,2,-18,-1,0.6,3,-6
O=C(c1ccc(Cl)c(S(=O)(=O)N2CCCCCC2)c1)N1CCCC1,3,4,98,-1,-11,6,-1,-2.0,-8,2
O=C(c1ccccc1NS(=O)(=O)c1cccc2cccnc12)N1CCOCC1,-3,11,96,1,6,-12,-1,-1.3,3,-2
Cc1c(-c2ccc(Br)cc2)nc2ccccn12,-1,3,99,-4,-9,-22,2,-1.2,3,0
Cc1nc2ccc(NC(=O)c3cccs3)cc2c(=O)n1Cc1ccc(Cl)cc1,-2,-30,93,-9,9,10,-2,0.2,-18,3
CN(C)CCn1nnnc1SCC1=C(C(=O)O)N2C(=O)[C@@H](NC(=O)Cc3csc(N)n3)[C@H]2SC1,0,-6,104,4,16,4,-2,-0.7,-8,-6
NC(=O)CN1C(=O)NC2(CCCc3ccccc32)C1=O (configuration not stated),-6,-3,103,4,2,-16,4,-1.5,4,-2
Cc1cc2nnc(SCC(=O)N(C)C3CCS(=O)(=O)C3)n2c2ccccc12 (configuration not stated),1,2,93,2,-6,14,-10,-2.7,-1,3
CCC1(CC)Cc2ccccc2C(Nc2c(C)n(C)n(-c3ccccc3)c2=O)=N1,-5,1,99,-1,3,-2,1,-1.2,-3,8
COc1ccc(OC)c(C(=O)CSc2nnc(-c3cccs3)o2)c1,0,-2,100,0,1,17,-5,-0.3,-3,9
CC(=O)c1cccc(NC(=O)CN2C(=O)c3cccnc3Oc3ccc(Cl)cc32)c1,0,-3,114,0,12,9,-2,-0.2,9,14
CCN(CC(=O)NCc1cccs1)C(=O)Cc1ccc(C)c(C)c1,2,2,95,-1,0,-33,4,-1.4,5,-3
C=CCn1c(SCc2nc3cc(C(=O)OC)ccc3c(=O)[nH]2)nc2sc(CC)cc2c1=O,0,1,100,3,26,-2,-2,-0.5,-3,-4
Cc1ccc(C(=O)N/C(=C\c2ccco2)C(=O)NCCN2CCCCC2)cc1C,-6,-4,91,0,0,1,4,-0.3,-13,1
O=C(/C=C/c1ccco1)Oc1cccc2cccnc12,-7,9,108,1,6,2,3,-0.3,13,-2
COc1ccc(NC(=O)/C=C/c2cccc(Br)c2)cn1,-9,-1,100,-1,2,-44,-1,-1.2,-12,5
COc1cccc(CNC(=O)CSc2nnc3c(n2)[nH]c2ccc(OC)cc23)c1,-1,6,99,5,4,3,1,0.2,-12,3
Nc1ccc(Cc2ccccn2)cc1,6,4,96,1,-2,10,-2,1.4,-11,-7
COc1cccc(NC(=O)NC(C)C2CC3CCC2C3)c1 (configuration not stated),11,-1,96,3,0,13,2,0.1,-1,-5
CC(C)N(C(=O)Cn1c(=O)oc2ccccc21)c1ccccc1,0,0,89,1,-3,-2,1,-0.8,-16,8
O=C(c1ccccn1)N1N=C2/C(=C/c3ccccc3)CCCC2C1c1ccccc1 (configuration not stated),2,4,101,0,-6,-1,3,0.7,-12,2
Cc1ccc(C(=O)Nc2cccc(N(C)S(C)(=O)=O)c2)cc1S(=O)(=O)Nc1ccccc1,11,4,101,-3,13,7,-18,-3.1,-5,11
COCCn1nnnc1C(c1cccs1)N1CCN(c2cccc(C(F)(F)F)c2)CC1 (configuration not stated),-5,-1,82,3,-6,4,-5,-1.3,7,-5
CCCCOc1ccc(/C(O)=C2/C(=O)C(=O)N(CCCOC)C2c2ccncc2)cc1C (configuration not stated),2,3,99,-1,8,-8,5,-0.5,-5,7
COc1ccc(C(CC(=O)O)N2Cc3ccccc3C2=O)cc1 (configuration not stated),-4,0,97,4,-2,16,-9,-1.4,-10,8
CC(=O)Nc1cccc(-c2cccc3nccn23)c1,-6,3,100,-1,-4,-70,.,-0.8,-15,8
CCOc1ccc(CC(=O)NNC(=S)NC2CCCCC2)cc1OCC,-1,8,83,-1,-5,-10,13,1.3,-12,1
COc1ccccc1C(=O)NCCCNC(=O)c1cccnc1,3,2,96,0,-1,-6,-5,-1.8,4,2
CN(C)c1ccc(/C=N\NC(=O)c2ccc(Cn3cc(Cl)cn3)cc2)cc1,-5,-2,98,11,2,-37,5,-1.8,-1,0
Cc1ccccc1NC(=O)C1C2CC/C=C\CCC21 (configuration not stated),0,14,104,0,1,-6,-5,0.2,27*,1
CNC(=S)NNc1nncc2ccccc12,-2,13,97,3,-6,-17,0,-1.1,-9,-2
O=C1[C@H](Cc2ccccc2)NCCCC[C@@H](c2ccc(Cl)cc2)N1Cc1ccc(Cl)cc1,2,8,101,-6,4,1,-1,2.5,9,7
O=C(Nc1nnc(-c2ccccc2F)s1)C1CCN(S(=O)(=O)c2ccc(Cl)cc2)CC1,8,6,99,-3,-3,-29,7,-3.3,1,-4
CCOC(=O)CCN(Cc1cccs1)S(=O)(=O)c1ccc(F)cc1,-5,16,102,-3,3,21,-8,1.6,-4,-8
O=C(NCCn1cccn1)C1CCC(=O)N(CCc2ccccc2)C1 (configuration not stated),1,2,104,2,4,13,-4,-2.3,3,-2
O=C(O)/C=C/C(=O)NC1CCCCCCCCCCC1,2,-1,95,-2,9,4,-6,4.6,3,1
CCCNC(=S)Nc1ccc(F)cc1F,3,9,95,2,9,11,.,0.2,-8,2
CNc1nc(-c2ccccc2)c2sccc2n1,-11,2,107,4,4,9,.,0.0,-6,6
Cc1sc2ncnc(N[C@@H](Cc3ccccc3)C(=O)O)c2c1C,2,6,101,-1,5,2,8,-0.6,3,-10
CCc1nc2c(OCC3CCCCC3)cccn2c1N(C)C(=O)c1ccccc1F,2,8,95,-4,-4,10,.,-1.4,8,-5
Cc1cccnc1NC(=O)Cn1nc(C)c([N+](=O)[O-])c1C,-6,5,98,1,13,-25,1,-2.0,11,-1
COc1ccc(CCN2C(=O)CCC2(C)C(=O)NCc2cccnc2)cc1OC (configuration not stated),1,2,97,3,1,-10,8,-0.6,1,-1
Cc1ccc(C)c(N2CCN(c3nc4ccccc4c(=O)n3Cc3ccccc3)CC2)c1,7,-7,93,-6,-17,-1,8,2.3,1,6
COc1ccc(CC(=O)NCc2nnc(SCC(=O)Nc3nccs3)n2-c2ccccc2)cc1,-3,6,102,0,2,-18,-15,1.5,-13,-13
OC(CCN1CCCCC1)c1ccc(-c2ccccc2)cc1 (configuration not stated),-6,11,97,-2,-2,-25,6,-0.3,-2,7
COCCN(CC(=O)NCc1ccccc1)C(=O)CCC(=O)Nc1nccs1,3,-1,92,2,1,2,0,-1.1,-18,2
O=C1CSc2ccc(C(=O)Nc3cccc(S(=O)(=O)Nc4ccc(Br)cc4)c3)cc2N1,-2,25,89,-8,-30,37,-5,11*,-16,-1
CC(C)(C)OC(=O)C[C@H]1C/C=C\C[C@@H](CC(=O)N[C@@H](CO)Cc2ccccc2)C(=O)NC[C@@H](c2ccccc2)OC1=O,4,-4,94,3,18,2,2,-1.0,1,1
CCNC(=O)NC(=O)C(C)OC(=O)c1cccn1C (configuration not stated),4,-2,97,2,8,20,0,0.1,-4,-5
CCOC(=O)C1CCN(C2=C(NS(=O)(=O)c3ccc(Cl)cc3)C(=O)c3ccccc3C2=O)CC1,-1,-7,98,5,-10,3,3,-1.2,1,-8
CS(=O)(=O)c1ccc(Cl)c(NC(=O)COC(=O)c2c(Cl)cccc2Cl)c1,-1,4,99,-1,0,0,3,0.4,3,-1
CC(C)CC(=O)/C=C/n1c(=S)oc2ccccc21,-2,3,84,-6,-15,-20,-16,-1.1,-1,3
O=C(CCC1CCCN(C(=O)c2ccc3c(c2)OCO3)C1)N1CCN(c2ccccn2)CC1 (configuration not stated),-7,5,92,1,4,6,-5,-1.9,2,2

# Continuation:
SMILES,HTR2A ag,MC4R antag cAMP,ABCB6 inh MLPCN,Glyco luc inh,H9c2 protect,SRC2 inh,TLR9-MyD88 block,MC4R ag barr,NOD2-RIPK2 inh,ABHD5-PLIN5 inh
CS(=O)(=O)Nc1ccc2c3c(cccc13)CC2,1,-6,97,1,10,5,-14,-2.0,-2,6
CC[C@]12C(=O)N(C)C[C@H]([C@@H]3C(=O)N(C)C(=O)[C@@H]31)N2C(=O)c1ccccc1,6,-8,97,1,6,-14,0,0.7,-45,5
O=C(CSc1nc2c(c(=O)n1-c1ccc(F)cc1)SCC2)N1CCCC1,2,7,100,1,18,.,0,-0.9,-2,0
CCCC(c1nnnn1C(C)(C)C)N1CCN(Cc2ccccc2)CC1 (configuration not stated),-2,6,102,-2,-3,12,-1,0.1,7,3
c1ccc(-c2nn3c(Cn4nnc5ccccc54)nnc3s2)nc1,2,-1,99,0,7,-23,-2,-0.8,3,1
COc1cc(OC)cc(C(=O)NCC(=O)OCc2nc3ccccc3s2)c1,1,9,103,-4,-13,-43,-3,-3.0,-1,1
CC(C)C(=O)NNC(=O)c1c(O)c2ccccc2[nH]c1=O,3,2,102,2,-6,-10,-1,-3.1,0,-12
O=C(OCc1ccccc1F)c1cc2ccccc2cc1O,-6,4,97,0,-2,-58,-1,0.4,-5,-7

# Molecules shown so far that contain a tert-butyl group, in the order listed:
SMILES,HTR2A ag,MC4R antag cAMP,ABCB6 inh MLPCN,Glyco luc inh,H9c2 protect,SRC2 inh,TLR9-MyD88 block,MC4R ag barr,NOD2-RIPK2 inh,ABHD5-PLIN5 inh
CC(C)(C)OC(=O)C[C@H]1C/C=C\C[C@@H](CC(=O)N[C@@H](CO)Cc2ccccc2)C(=O)NC[C@@H](c2ccccc2)OC1=O,4,-4,94,3,18,2,2,-1.0,1,1
CCCC(c1nnnn1C(C)(C)C)N1CCN(Cc2ccccc2)CC1 (configuration not stated),-2,6,102,-2,-3,12,-1,0.1,7,3
